# POLI inh = DNA polymerase iota (human) inhibition. Q9UNA4. Pol iota fluorescent replication assay, 10 min. Potency, µM (highest dose often 115 µM), for the others: at the highest dose activity, negative = inhibition, actives largely listed as inhibitors. actives 1% (n = 390,000). AID 588590; also: potency is read from the fitted curve at half-maximal effect
#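 Pol iota at 10 nM preincubated 15 min with compounds at room temperature; reaction started with fluorescent substrate, 50 nM final. Fluorescence read kinetically at 0 and 10 min; buffer-only wells as negative control.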
# Pol eta inh = inhibitors of human DNA polymerase eta; Q9Y253; recombinant Pol eta, fluorescent DNA replication assay; Potency, µM (highest dose often 114 µM), for inactives: at the top dose activity change, negative = inhibition, actives largely listed as inhibitors; actives 1.2% (n = 390,000); AID 588591; also: potency is read from the fitted curve at half-maximal effect; % is scaled to controls: 0 for no effect and ±100 for the full control effect
#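 Pol eta at 10 nM preincubated with compounds 15 min at room temperature; reaction started with fluorescent substrate (50 nM final) and read kinetically at 0 and 10 min.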
# Apoferritin bind = candidate novel general anesthetic via apoferritin binding; P02791; apoferritin/1-aminoanthracene competitive binding, fluorescence; Potency, µM (highest dose often 77.5 µM), for the others: at the top dose activity change, negative = displacement, most hits filed as inhibitors; actives 0.074% (n = 350,000); also: potency is read from the fitted curve at half-maximal effect; % is scaled to controls: 0 for no effect and ±100 for the full control effect; nearly all actives have a fitted effect of over 20% in size
# Target sequence (P02791 2-175 limits assumed): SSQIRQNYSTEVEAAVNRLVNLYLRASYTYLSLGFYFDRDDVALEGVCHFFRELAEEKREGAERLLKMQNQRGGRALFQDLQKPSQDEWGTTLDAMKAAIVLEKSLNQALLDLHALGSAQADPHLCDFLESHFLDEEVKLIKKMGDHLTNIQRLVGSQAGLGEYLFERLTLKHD
#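 Probe: 1-aminoanthracene (50% saturated, PBS). Protein: horse-spleen apoferritin, 10 uM. Incubation: 10 min, room temperature. Detection: 380 nm excitation, 535 nm emission. Analysis: normalized response, four-parameter Hill.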
# Glioma ERSR ind = induces the endoplasmic reticulum stress response in human glioma cells | actives 0.02% (n = 420,000) | U87-MG GRP78 promoter luciferase reporter, 16 h | Potency, µM, inactives show at the highest dose activation, hits mostly activators; also: potency is read from the fitted curve at half-maximal effect; series mostly up to about 76 µM; % of control where 0% means no effect; nearly all actives have a fitted effect of over 35% in size
#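 Stably transfected U87-MG glioma cells carrying a GRP78-based luciferase sensor; 16 h compound incubation. Luminescence end-point read 10 min after Bright-Glo addition at room temperature.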
# Pol beta inh = inhibitors of human DNA polymerase beta; P06746; Pol beta primer extension/strand displacement, fluorescence kinetic; Potency, µM (titrated, usually from 114 µM), without a hit: at the highest dose activity change, negative = inhibition, most hits filed as inhibitors; actives 1.3% (n = 340,000); AID 485314; also: potency is read from the fitted curve at half-maximal effect; % is scaled to controls: 0 for no effect and ±100 for the full control effect
#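 Enzyme-only controls used 10 nM Pol beta; buffer lacking enzyme served as negative control. Compound preincubated 15 min, then 50 nM substrate added; 0 and 10 min reads at room temperature.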
# BLM inh = inhibitors of human Bloom syndrome helicase BLM | recombinant BLM DNA unwinding, fluorescence dequenching | Potency, µM (highest dose often 56.1 µM), for inactives: at the top dose activity change, negative = inhibition, most hits filed as inhibitors | AID 2528 | P54132 | actives 0.2% (n = 350,000);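 also: potency is read from the fitted curve at half-maximal effect; plate controls were vehicle for no effect and no enzyme for full effect; nearly all actives have a fitted effect of over 35% in size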
# Pol kappa inh = inhibitors of human DNA polymerase kappa | Q9UBT6 | purified Pol kappa, fluorescent DNA synthesis assay, 10 min | Potency, µM (series often up to 107 µM), for the others: at the top dose activity, negative = inhibition, actives largely listed as inhibitors | actives 0.53% (n = 400,000) | AID 588579; also: potency is read from the fitted curve at half-maximal effect; % is scaled to controls: 0 for no effect and ±100 for the full control effect
# Target sequence (Q9UBT6 whole entry, looked up): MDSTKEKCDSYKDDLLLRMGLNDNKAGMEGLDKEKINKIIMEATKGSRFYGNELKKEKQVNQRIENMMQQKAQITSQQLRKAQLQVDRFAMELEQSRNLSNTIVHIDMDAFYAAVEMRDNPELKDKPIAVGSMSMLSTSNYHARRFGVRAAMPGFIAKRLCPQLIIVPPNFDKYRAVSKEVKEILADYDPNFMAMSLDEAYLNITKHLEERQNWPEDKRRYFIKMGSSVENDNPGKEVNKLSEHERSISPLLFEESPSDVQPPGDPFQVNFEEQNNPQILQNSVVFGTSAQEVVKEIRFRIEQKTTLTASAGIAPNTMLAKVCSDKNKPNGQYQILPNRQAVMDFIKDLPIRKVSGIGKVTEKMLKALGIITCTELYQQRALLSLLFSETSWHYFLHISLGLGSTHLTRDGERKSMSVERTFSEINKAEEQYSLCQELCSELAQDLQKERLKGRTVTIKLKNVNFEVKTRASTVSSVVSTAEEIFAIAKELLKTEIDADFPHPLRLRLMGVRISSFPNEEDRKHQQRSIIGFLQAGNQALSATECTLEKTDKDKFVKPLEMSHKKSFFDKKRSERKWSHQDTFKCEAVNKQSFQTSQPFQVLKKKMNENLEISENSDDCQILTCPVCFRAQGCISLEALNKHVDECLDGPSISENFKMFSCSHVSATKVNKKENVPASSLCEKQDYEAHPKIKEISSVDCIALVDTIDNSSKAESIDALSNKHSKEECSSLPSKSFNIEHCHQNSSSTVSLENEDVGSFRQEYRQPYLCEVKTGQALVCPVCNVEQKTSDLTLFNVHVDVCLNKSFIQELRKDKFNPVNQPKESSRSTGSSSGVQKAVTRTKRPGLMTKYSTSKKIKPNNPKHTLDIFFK
#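 10 nM Pol kappa preincubated 15 min at room temperature with compounds, then reaction started with substrate at 50 nM final. Fluorescence read kinetically at 0 and 10 min; buffer-only wells served as negative control.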
# APEX1 inh = APE1 (human) endonuclease inhibition | recombinant APE1, TAMRA/BHQ-2 abasic DNA cleavage fluorescence | Potency, µM (doses to about 65.8 µM), for the others: at the highest dose activity change, negative = inhibition, hits mostly inhibitors | actives 0.35% (n = 350,000);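 also: potency is read from the fitted curve at half-maximal effect; plate controls were vehicle for no effect and reference inhibitor for full effect; nearly all actives have a fitted effect of over 55% in size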
#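 Quantitative HTS: incision of a TAMRA/BHQ-2 double-stranded substrate bearing a tetrahydrofuran abasic site by 0.75 nM APE1 raises fluorescence. Substrate 50 nM final, added after 15 min compound preincubation at room temperature; progress as third-minus-first kinetic read difference.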
# LDHA inh = blocks human lactate dehydrogenase A; actives 0.15% (n = 480,000); P00338; purified LDHA, NADH/diaphorase-resazurin fluorescence; stronger effect = lower value; AID 1347041; activity change, % (values are at about 110 or 230 µM); in the data active = activity change below about -30%; inconclusive = mostly about -25% to -30%;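 also: plate controls were DMSO wells for no effect and wells without enzyme for full effect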
#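 Resorufin fluorescence (ex540/em590), read at 0 and 20 min after diaphorase/resazurin addition, reports the NADH left after a 5 min room-temperature reaction of 2 nM human LDH5 with 0.06 mM NADH and 0.2 mM pyruvate.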
# Active calls of the source: *; ? = inconclusive; . = no result given; & = joins results of further samples; [ ] = remark or other dose. Unless noted, calls follow the shape of the dose curve; as a rule, active = well fitted curve in the direction sought with a large enough effect; inconclusive = small, poorly fitted or top-dose-only effect, or another doubt; inactive = no such curve, though single readings can be large; an effect the other way counts as inactive or inconclusive. A portion of the library, so the mix of outcomes need not match the whole.
SMILES,POLI inh,Pol eta inh,Apoferritin bind,Glioma ERSR ind,Pol beta inh,BLM inh,Pol kappa inh,APEX1 inh,LDHA inh
Cc1ccc(C(=O)N2CCN(C(=O)CN3CCCC3)C2)cc1,10%,-16%,-18%,1%,19%,1%,-3%,-2%,-6
CCOC(=O)C1=CNS(=O)(=O)NC1c1ccc2ccccc2c1 (centres undefined),9%,-1%,.,-3%,.,.,-26%,-5%,1
CN1CCN(Cc2oc(CO)cc(=O)c2O)CC1,12%,1%,-4%,-6%,?,-2%,-2%,0%,4
Cc1ccc(C)c(N2CCN(CCCNC(=O)Cn3cc4c(n3)CCC(C)C4)CC2)c1 (centres undefined),14%,-20%,-16%,-6%,-26%,-2%,0%,-4%,-5
O=c1[nH]nc2c3ccccc3cnn12,-1%,-15%,-8%,0%,3%,0%,-17%,2%,-3
O=C(COC(=O)c1cccc(S(=O)(=O)N2CCc3ccccc32)c1)Nc1ncc(Cl)cc1Cl,9%,-15%,2%,-6%,?,-3%,-11%,-7%,1
CCCCC(=O)NC(NC(=O)CCCC)c1ccc(OCCC)c(OC)c1,0%,-4%,4%,-3%,-1%,3%,-7%,4%,-4
Cc1ccc2nc(/C(C#N)=C/c3ccc(-c4ccc(F)cc4F)o3)[nH]c2c1,76%[activator],?,-10%,-3%,?,-27%,-22%,.,3&3
C=CCNC(=O)CC(=O)N/N=C/c1ccccc1F,0%,6%,-14%,0%,13%,2%,-6%,-1%,-2
Clc1ccc(CN2CCC(Cc3ccccc3)CC2)cc1,7%,-15%,-1%,-6%,15%,3%,-6%,6%,-16
CCOc1ccc(CC2c3cc(OCC)c(OCC)cc3CCN2C(=O)c2cc(OC)c(OC)c(OC)c2)cc1OCC (centres undefined),1%,-15%,?,1%,13%,-12%,-9%,-3%,-1
CNC[C@H](CC1CCCCC1)NC[C@H](CO)NCC1(c2ccccc2)CC1,-4%,-4%,-16%,-4%,47%,4%,-9%,28%,-2
Cc1ccccc1NC(=O)c1cc2ccccc2o1,25%&42%,-3%&-22%,-11%&-7%,-2%&-1%,26%&-2%,-2%&-4%,5%,11%,0&-8
Cc1nc(-c2ccc(F)cc2)c(CC(=O)N(C)CC(=O)Nc2ccccc2Br)s1,7%,-7%,.,-4%,.,.,-15%,-9%,-1
CCCCc1ccc(NC(=S)NCc2cccc(OC)c2)cc1,24%,-6%,?,0%,0%,-16%,-19%,-3%,-2
COC(=O)c1cc(NS(=O)(=O)c2ccc(NC(C)=O)cc2)cc(C(=O)OC)c1,7%,-6%,-12%,1%,23%,0%,3%,-2%,4
CC(C)(C)NC(=O)C1c2ccccc2Oc2ccccc21,-13%,-7%,0%,-2%,9%,-1%,-14%,5%,-5
CCCn1c(C(C)Nc2nc(-c3cc(Cl)c(N)c(Cl)c3)cs2)nc2cc(Cl)c(N3CCCCC3)cc21 (centres undefined),4%,-12%,?,-2%,?,-5%,3%,-10%,1
O=C(Nc1ccccc1Cl)N1CCCN(c2nc(-c3ccccc3)ns2)CC1,?,-14%,-6%,-3%,?,-11%,1%,-7%,2
CCc1ccccc1NC(=O)CSc1nc(C)c(C)o1,41%[activator],-21%,-8%,1%,12%,2%,-7%,81%[activator],-5&4
CCOc1cc(S(=O)(=O)Nc2ccncc2)ccc1F,34%[activator],-20%,-16%,-3%,0%,-1%,-15%,-2%,-2
COc1cccc(COC(=O)C2CCN(S(=O)(=O)c3cccs3)CC2)c1OC,5%,-7%,.,-1%,.,.,-13%,-15%,-7
O=C(CN1CCOCC1)NN=C1CCCCCCCCCCC1,-2%,-15%,-1%,3%,1%,2%,-7%,-6%,-2
Cc1ccc(C(=O)NC2CCCCC2)cc1S(=O)(=O)N1CCCC1,11%,-15%,-15%,3%,14%,-5%,-13%,46%,-3
COc1ccccc1C(=O)NC(CCSC)C(=O)NC1CCCCCC1 (centres undefined),61%[activator],-15%,-7%,-1%,11%,-1%,3%,-3%,-2

# Laid out differently: results already given.
O=C(CN1CCOCC1)NN=C1CCCCCCCCCCC1
  POLI inh = -2%; Pol eta inh = -15%; Apoferritin bind = -1%; Glioma ERSR ind = 3%; Pol beta inh = 1%; BLM inh = 2%; Pol kappa inh = -7%; APEX1 inh = -6%; LDHA inh = -2
CCOC(=O)C1=CNS(=O)(=O)NC1c1ccc2ccccc2c1 (centres undefined)
  POLI inh = 9%; Pol eta inh = -1%; Apoferritin bind = .; Glioma ERSR ind = -3%; Pol beta inh = .; BLM inh = .; Pol kappa inh = -26%; APEX1 inh = -5%; LDHA inh = 1

# The listing picks up, repeating the 2 entries before the break.
SMILES,POLI inh,Pol eta inh,Apoferritin bind,Glioma ERSR ind,Pol beta inh,BLM inh,Pol kappa inh,APEX1 inh,LDHA inh
Cc1ccc(C(=O)NC2CCCCC2)cc1S(=O)(=O)N1CCCC1,11%,-15%,-15%,3%,14%,-5%,-13%,46%,-3
COc1ccccc1C(=O)NC(CCSC)C(=O)NC1CCCCCC1 (centres undefined),61%[activator],-15%,-7%,-1%,11%,-1%,3%,-3%,-2
O=C(O)CCc1nn2c3ccccc3n(CC(=O)c3ccccc3)c2nc1=O,-1%,4%,-11%,1%,-1%,1%,-6%,-7%,-1
CN(C)S(=O)(=O)Oc1ccsc1C(=O)Nc1cccc(Cl)c1,11%,-20%,?,-2%,4%,-2%,-1%,?,1
Cc1c(CC(=O)O)c(=O)oc2c(C)c3occ(-c4ccccc4)c3cc12,116%[activator],-11%,-4%,-4%,20%,-1%,1%,-11%,-2
O=C(Cn1cnc2c(oc3ccccc32)c1=O)NCc1ccccc1,-1%,5%,-4%,1%,25µM*,0%,3%,-6%,-4
COc1ccnc(Nc2ccc(C)c(C)c2)c1C#N,1%,0%,5%,-2%,-15%,-4%,3%,2%,0
COc1cccc(C2=NN(C(=O)CCCC(=O)O)C(c3cccs3)C2)c1 (centres undefined),7%,?,-3%,2%,-9%,1%,-19%,-2%,-4
COc1ccc(CCNc2oc(-c3cccc4ccccc34)nc2P(=O)(OC)OC)cc1OC,30%[activator],-23%,35%[activator],1%,-28%,-5%,0%,-8%,1
Cc1cc(C)c2c(-n3cccc3)c(C(=O)NCc3cccc(F)c3)sc2n1,35%[activator],-21%,-10%,-2%,-25%,-7%,-24%,.,-2
CCn1c(NCc2ccco2)nc2c1c(=O)n(C)c(=O)n2C,7%,-2%,-1%,-3%,7%,-9%,3%,1%,-1
CCN(CC(=O)NCc1cccs1)S(=O)(=O)c1ccc([N+](=O)[O-])cc1,-5%,-4%,-12%,-4%,?,2%,0%,-9%,-9
Cc1ccc(C(=O)N/C(=C\c2ccc(Br)cc2)c2nc(=S)[nH][nH]2)cc1,25%,-14%,?,3%,1%,-14%,-9%,?,3
O=C(NCC1CCCO1)C1CCN(S(=O)(=O)N2CCCC2)CC1 (centres undefined),5%,-2%,-5%,-4%,48%,2%,4%[60.1 µM],0%,-2
COc1ccc(OC)c(C(c2nnnn2C2CCCC2)N2CCN(c3ccccc3F)CC2)c1 (centres undefined),-3%,-7%,63%[activator],-5%,-1%,-11%,-16%,-5%,-2
O=C1/C(=C\c2ccc(-c3ccccc3Cl)o2)SC(=S)N1CC1CCCO1 (centres undefined),3%,-1%,-14%,-1%,-1%,-5%,-17%,-2%,0
C=CCN(Cc1cc(OC)ccc1OC)C(=O)c1cc2ccc(OC)cc2[nH]1,10%,-6%,16%,-1%,-17%,-6%,11%,46%[activator],-2
COc1ccc(Cl)cc1NC(=O)CN(C)C(=O)C1CCN(C(=O)Nc2ccccc2)CC1,17%,-7%,.,-1%,.,.,-6%,-6%,-4
O=C(Cn1c(=O)n(Cc2cccs2)c(=O)c2cccnc21)Nc1ccc(F)cc1,24%,-5%,48%[activator],-3%,-7%,1%,-8%,.,-5
CCOC(=O)c1c(NC(=O)C2Cc3ccccc3C(=O)O2)sc2c1CCCC2 (centres undefined),30%[activator],-16%,.,-2%,.,.,1%,.,0
O=C(CCN1C(=O)c2ccccc2C1=O)Nc1cccnc1,?,-6%,-3%,-3%,-18%,-5%,-15%,-1%,-7
CCN(CC)c1ccc(N2C(=NC(=O)C3CCCO3)SC3CS(=O)(=O)CC32)cc1 (centres undefined),13%,-15%,-7%,1%,24%,1%,0%,7%,-2
COc1ccc(OC)c(NC(=O)CS(=O)(=O)c2ccccc2)c1,-6%,-3%,-3%,-2%,?,-4%,2%,-2%,3
CN(C)c1ccc(N2C(=NC(=O)CCc3ccccc3)SC3CS(=O)(=O)CC32)cc1 (centres undefined),4%,5%,-9%,1%,14%,2%,-10%,-11%,1
O=C(OCC(=O)c1cccs1)c1ccc(NC(=O)c2ccco2)cc1,13%,-2%,-5%,3%,?,-6%,-13%,-9%,-11
CC1(C)CC2(C)Nc3ccccc3N2C(=S)N1 (centres undefined),4%,-16%,-20%,-2%,18%,2%,1%,-12%,4
O=C(NCc1ccc2c(c1)OCO2)C1CC(=O)N(CCc2ccccc2)C1 (centres undefined),13%,-10%,-12%,-4%,2%,0%,-2%,-6%,-1
C=CCn1c(CNc2ccccc2)nnc1SCC(=O)N/N=C/c1ccc(O)cc1O,5%,2%,?,-1%,4%,-2%,-3%,1%,5
Cc1c(Cc2ccccc2)c(=O)oc2c(C)c(OCC(=O)NCc3ccccn3)ccc12,23%,-6%,-1%,-4%,1%,-17%,-2%,-12%,-2
CC(C)CCn1cnc2c(sc3nc4c(cc32)CSC(C)(C)C4)c1=O,18%,-13%,2%,5%,27%,2%,-12%,-4%,-6
Cc1cccc(Cc2c(C)nc3nc(SCC(=O)NCc4ccco4)nn3c2C)c1,40%[activator],1%,?,-6%,?,-1%,-5%,-2%,-3
CCCOc1cccc(C(=O)N(Cc2cccs2)C2CCS(=O)(=O)C2)c1 (centres undefined),14%,-2%,-16%,-4%,7%,0%,-3%,0%,1

# Printed as active in Pol beta inh, among the entries above:
smiles,POLI inh,Pol eta inh,Glioma ERSR ind,Pol beta inh,BLM inh,Pol kappa inh,APEX1 inh,LDHA inh
O=C(Cn1cnc2c(oc3ccccc32)c1=O)NCc1ccccc1,-1%,5%,1%,25µM*,0%,3%,-6%,-4
